E coli Lon inh: inhibitors of E. coli Lon protease; P0A9M0; purified E. coli Lon protease, fluorescence polarization; inhibition, % at 7.94 µM; 360,000 tested, 0.42% active; AID 602123; in the data active means inhibition above about 13%, passing the limit was not always enough;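 further: 0% = enzyme with probe and DMSO and 100% = no enzyme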
FAS-TE inh: inhibitors of human fatty acid synthase thioesterase domain; recombinant FAS-TE, OMFH fluorogenic substrate, fluorescence endpoint; P49327; AID 602261; inhibition, % at 15 µM; 360,000 tested, 0.67% active;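 active means compounds whose normalised, plate-corrected inhibition of enzyme fluorescence in the single-dose primary screen is 50% or more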;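 further: 0% = DMSO with enzyme and 100% = substrate without enzyme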
PABP1 MLLE inh: blocks PAM2 peptide binding to the PABP1 MLLE domain. P11940. GST-MLLE / FITC-PAM2 fluorescence polarization. inhibition, % at 20 µM. 360,000 tested, 0.36% active. AID 588489; in the data active means inhibition above about 35%, passing the limit was not always enough;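 further: plate controls were DMSO wells with GST-MLLE for no effect and wells lacking GST-MLLE protein for full effect; some results filed as inactive read as strong as hits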
CSN inh: inhibitors of human CSN-mediated cullin deneddylation | Q92905 | Purified CSN, SCF-Nedd8-OG deneddylation, fluorescence polarization | inhibition, % at 12.5 µM | 360,000 tested, 0.38% active | AID 651999;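 active means pattern-corrected inhibition above about 35%, with an unprinted fluorescence ratio check between 0.5 and 1.5, limit read from the data, passing the limit was not always enough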;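 further: 0% = enzyme with substrate and 100% = substrate without enzyme; some results filed as inactive read as strong as hits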
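Test system: purified human Csn5 enzyme expressed in HEK293T cells. Amount: 0.24 nM enzyme. Reagent: SCFSkp2-Nedd8OG substrate at 10 nM final. Schedule: 90 min incubation of compound, enzyme and substrate at room temperature. Detection: fluorescence polarization. Read-out: % inhibition of substrate cleavage by Csn5.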
MsrA inhibitor: bovine MsrA inhibition; purified bovine MsrA, absorbance read-out; inhibition, % at 15.5 µM; 360,000 tested, 0.75% active; in the data active means inhibition above about 4.5%;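 further: 0% = vehicle wells with enzyme and 100% = reference inhibitor wells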
Rpn11 inh: Rpn11 (human) deubiquitinase inhibition. calls only at 20 µM. AID 588493. human 26S proteasome, Ub4-pepOG fluorescence polarization; 20S core pre-blocked with epoxomicin. 360,000 tested, 0.59% active. O00487;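 active means inhibition at 20 µM, scaled to each plate's controls, above about 33%, limit read from the data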
MT1-MMP act inh: MT1-MMP (human) activation inhibition | 360,000 tested, 0.061% active | HT1080 RFP-PRO-GFP cells, GFP/RFP ratio fluorescence, overnight; percent of plate control window, DMSO zero | GFP/RFP ratio change, % at 20 µM | P50281;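 active means GFP/RFP ratio change of at least 30% with cell ATP level not reduced by more than half and red fluorescence within 50% of control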; further: strong numbers were not always called active
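Assay system: HT1080 RFP-PRO-GFP cells | Dosing: 20 µM single dose, 1% DMSO | Incubation: Cells overnight before dosing, compound overnight, 37 °C, 5% CO2 | Evaluation: GFP/RFP fluorescence ratio | Control set: DMSO-only wells and HT1080 RFP-L50D-GFP cell wells as references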
Rin1-Abl PPI inh: blocks binding of human Rin1 to Abl; TR-FRET Rin1/Abl binding, biochemical; P00519+Q13671; AID 588664; inhibition, % at 7.35 µM; 360,000 tested, 0.4% active; in the data active means inhibition above about 5%, passing the limit was not always enough
Target sequence (P00519 whole entry, looked up): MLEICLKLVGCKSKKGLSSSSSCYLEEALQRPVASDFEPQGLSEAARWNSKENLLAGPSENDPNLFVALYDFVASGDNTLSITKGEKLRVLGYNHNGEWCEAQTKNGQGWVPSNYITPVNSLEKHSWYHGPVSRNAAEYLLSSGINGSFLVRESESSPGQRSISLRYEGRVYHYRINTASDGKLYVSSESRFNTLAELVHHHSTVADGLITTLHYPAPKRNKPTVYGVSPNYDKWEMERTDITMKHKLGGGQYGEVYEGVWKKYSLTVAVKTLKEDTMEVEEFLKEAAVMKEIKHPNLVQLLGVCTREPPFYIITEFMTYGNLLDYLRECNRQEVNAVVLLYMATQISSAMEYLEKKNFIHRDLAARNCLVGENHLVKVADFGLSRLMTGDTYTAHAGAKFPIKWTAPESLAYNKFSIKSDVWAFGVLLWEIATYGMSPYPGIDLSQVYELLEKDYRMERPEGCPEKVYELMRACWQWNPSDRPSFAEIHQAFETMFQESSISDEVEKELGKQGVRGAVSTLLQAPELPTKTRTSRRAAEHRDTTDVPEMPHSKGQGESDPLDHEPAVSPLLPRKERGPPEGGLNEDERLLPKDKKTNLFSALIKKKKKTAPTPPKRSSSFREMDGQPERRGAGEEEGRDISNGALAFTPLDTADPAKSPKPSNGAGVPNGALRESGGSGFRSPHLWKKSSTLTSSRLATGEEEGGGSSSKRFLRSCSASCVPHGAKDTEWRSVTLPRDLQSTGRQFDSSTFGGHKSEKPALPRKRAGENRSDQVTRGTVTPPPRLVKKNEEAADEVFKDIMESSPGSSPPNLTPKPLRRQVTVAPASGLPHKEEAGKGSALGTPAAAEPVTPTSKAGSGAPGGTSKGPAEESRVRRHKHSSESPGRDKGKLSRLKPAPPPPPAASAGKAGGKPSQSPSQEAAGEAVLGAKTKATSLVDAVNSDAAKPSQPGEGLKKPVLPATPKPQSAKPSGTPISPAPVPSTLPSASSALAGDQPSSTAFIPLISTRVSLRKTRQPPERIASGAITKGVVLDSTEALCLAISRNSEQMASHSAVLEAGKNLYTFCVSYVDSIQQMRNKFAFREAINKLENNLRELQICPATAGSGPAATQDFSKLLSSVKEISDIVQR
Target sequence (Q13671 whole entry, looked up): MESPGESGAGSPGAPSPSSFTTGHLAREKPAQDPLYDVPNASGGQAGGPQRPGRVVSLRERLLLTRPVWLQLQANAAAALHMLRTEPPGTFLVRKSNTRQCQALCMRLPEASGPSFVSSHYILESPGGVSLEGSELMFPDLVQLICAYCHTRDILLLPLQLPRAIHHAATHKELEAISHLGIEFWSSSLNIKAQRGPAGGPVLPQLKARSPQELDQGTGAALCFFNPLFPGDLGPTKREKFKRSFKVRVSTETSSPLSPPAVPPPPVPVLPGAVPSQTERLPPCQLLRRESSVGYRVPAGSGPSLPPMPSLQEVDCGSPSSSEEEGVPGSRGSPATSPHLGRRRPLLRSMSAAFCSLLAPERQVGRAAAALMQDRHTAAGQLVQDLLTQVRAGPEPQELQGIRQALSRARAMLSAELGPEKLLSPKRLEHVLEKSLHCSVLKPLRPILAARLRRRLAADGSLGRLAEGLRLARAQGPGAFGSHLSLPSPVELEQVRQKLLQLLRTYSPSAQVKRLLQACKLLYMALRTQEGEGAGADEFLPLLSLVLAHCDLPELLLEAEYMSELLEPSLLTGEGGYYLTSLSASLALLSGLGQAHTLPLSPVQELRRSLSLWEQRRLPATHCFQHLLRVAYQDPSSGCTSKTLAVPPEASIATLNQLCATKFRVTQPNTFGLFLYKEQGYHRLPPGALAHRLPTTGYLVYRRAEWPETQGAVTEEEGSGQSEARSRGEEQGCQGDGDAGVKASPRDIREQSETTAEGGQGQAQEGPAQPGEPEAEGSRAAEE
MsrA act: bovine methionine sulfoxide reductase A activation; purified bovine MsrA, absorbance read-out; activation, % at 10.6 µM; 360,000 tested, 0.3% active; in the data active means activation above about 7.5%;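 further: 0% = vehicle and 100% = reference activator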
* hit, by the source's call; i = inactive; . = no result given.

SMILES	E coli Lon inh	FAS-TE inh	PABP1 MLLE inh	CSN inh	MsrA inhibitor	Rpn11 inh	MT1-MMP act inh	Rin1-Abl PPI inh	MsrA act
COCCCNC(=O)CSc1nc2cc3c(cc2c(=O)n1CCCC(=O)NCc1ccc(OC)cc1)OCO3	-6.5	-1.1	-44.3	0.2	-0.5	i	-2.3	2.9	-0.3
CCn1c(=O)c2c3c(sc2n(C)c1=O)CCC3	-4.5	-3.6	-7.3	-2.5	-1.3	i	-4.2	1.8	-1.7
COC(=O)c1ccc(COc2cccc(C)c2C)cc1	3.3	18.9	16.7	-11.4	-0.2	i	2.9	2.2	-10.9
COc1ccccc1NCC(=O)N/N=C(\C)c1ccc(Br)s1	-1.6	-2.1	-4.1	-3.3	0.5	i	5.5	2.8	-4.4
CSCCC(NC(=O)COc1ccccc1)C(=O)N1CCCC(C)C1 (centres undefined)	-17.6	13.0	-1.8	7.8	-1.2	i	-0.1	2.8	-2.3
Cc1ccccc1CC(=O)NC1CCCc2ccccc21 (centres undefined)	-6.3	-3.2	2.0	-3.5	-0.9	i	-1.5	2.9	-0.4
Cc1sc(NC(=O)c2ccccc2)c(C(c2ccccn2)N2CCN(CCO)CC2)c1C (centres undefined)	-7.7	-5.9	6.7	-12.2	1.6	i	3.2	0.3	-6.0
COc1ccc(C(=O)Nc2ccc3ccccc3n2)c(OC)c1OC	-7.4	8.8	8.2	2.8	0.7	i	3.3	-1.6	-3.0
COc1ccc(-c2nc3n(c(=O)c2C#N)CCS3)cc1	3.9	-0.3	-63.7	-4.1	1.5	i	2.3	-2.4	-4.7
CCc1nnc2c(N(C)C)nc3ccccc3n12	-6.8	-11.4	-4.4	-0.5	1.9	i	-10.8	-1.6	-1.7
Cn1c(N2CCC(C(N)=O)CC2)nc2c1c(=O)n(Cc1cccc(Br)c1)c(=O)n2C	-9.8	-5.3	-2.6	5.3	1.1	i	-0.9	3.0	-7.3
Cc1ccc(CNC(=O)CCS(=O)(=O)c2ccc(Br)cc2)cc1	-1.0	-7.6	-10.1	25.0	2.2	i	-3.2	-2.4	-2.0
COc1cc(CC(=O)OCC(=O)c2ccc[nH]2)cc(OC)c1OC	-21.0	-8.0	-25.7	5.4	-0.6	i	-1.7	4.0	-0.3
Cc1ccc(C)c(OCC(=O)Nc2ccc(S(=O)(=O)Nc3onc(C)c3C)cc2)c1	2.7	-3.3	3.9	0.9	-0.4	i	-0.9	5.4	1.1
COc1ccc(C2CC(c3ccc4ccccc4c3)=NN2C(=O)CNC2CCCCC2)cc1 (centres undefined)	-1.9	15.0	0.4	1.2	-1.4	i	-14.3	1.5	-2.5
COc1ccc(NC(=O)Cc2nnc(SCC(=O)c3ccccc3)n2C)cc1	-2.4	-6.5	-18.4	-0.3	1.6	i	-0.3	0.4	-6.2
C/C(=N\NC(=O)c1ccc(NS(=O)(=O)c2cccs2)cc1)c1ccc(O)cc1O	-3.5	7.5	4.2	-1.1	5.5*	i	-2.9	-2.8	-2.6
COc1ccc(S(=O)(=O)n2nc(C)c(S(=O)(=O)N3CCOCC3)c2C)cc1	1.1	-6.1	19.7	-2.3	-0.5	i	0.6	0.1	-2.8
COc1ccc(Cc2nnc(NC(=O)c3ccc(OC)c(OC)c3)s2)cc1OC	-2.0	-0.5	-9.8	-1.7	0.5	i	3.1	2.7	-4.9
COc1ccc(Cc2nc(-c3ccncc3)no2)cc1	-5.7	0.6	-2.1	-0.3	-0.7	i	-1.7	-3.1	-1.8
Cc1ccc(S(=O)(=O)Nc2ccccc2C(=O)N2CCCCC2C)c(C)c1NS(C)(=O)=O (centres undefined)	1.0	-4.5	-1.2	-2.5	0.4	i	-1.4	2.6	-1.6
CC1SC(C)C(=O)N(CC(=O)NCc2ccc(F)cc2)C1=O (centres undefined)	-9.4	-7.8	26.8	3.8	-0.1	i	-2.1	0.4	-4.5
Cc1ccc(S(=O)(=O)N(C)CC(=O)N2CCN(C(=O)c3ccco3)CC2)cc1	5.0	-5.4	2.7	-1.5	0.6	i	1.1	-1.7	-2.4
O=C(Nc1ccccc1C(=O)O)c1cccc(N2C(=O)c3ccccc3C2=O)c1	4.9	-4.6	0.6	8.1	-2.3	i	5.8	-3.7	-0.6
O=C(Nc1ccc2c(c1)COC2=O)c1ccc(Cl)c(Cl)c1	1.7	7.4	4.8	2.6	-0.6	i	0.8	-41.4	-3.5

MsrA inhibitor, what is marked active above.
canonical_smiles	E coli Lon inh	PABP1 MLLE inh	CSN inh	MsrA inhibitor	Rpn11 inh	MT1-MMP act inh	Rin1-Abl PPI inh	MsrA act
C/C(=N\NC(=O)c1ccc(NS(=O)(=O)c2cccs2)cc1)c1ccc(O)cc1O	-3.5	4.2	-1.1	5.5*	i	-2.9	-2.8	-2.6

(listing goes on)
SMILES	E coli Lon inh	FAS-TE inh	PABP1 MLLE inh	CSN inh	MsrA inhibitor	Rpn11 inh	MT1-MMP act inh	Rin1-Abl PPI inh	MsrA act
Cc1ccc(CCNC(=O)CN2C(=O)COc3ccc(S(=O)(=O)N4CCOCC4)cc32)cc1	-13.0	0.1	4.5	-3.0	-1.1	i	-2.8	2.0	-4.1
Cn1c(-c2ccccc2)c(C=O)c2ccccc21	-4.3	0.0	-10.9	6.1	0.4	i	-4.6	0.7	-2.8
O=C(CO/N=C/c1ccccc1OC(F)F)NCc1cccs1	6.0	-3.1	-16.0	-5.8	1.0	i	-9.0	-0.6	-1.3
Cn1cccc1C(=O)OCC(=O)NC1CCS(=O)(=O)C1 (centres undefined)	1.7	-8.4	8.1	-0.5	0.6	i	0.8	-0.2	-6.0
COc1cccc(CC2(CO)CCCN(Cc3ccc(-c4ccco4)cc3)C2)c1 (centres undefined)	-8.1	2.7	-28.2	5.3	-0.1	i	-11.3	-2.1	-2.2
CCOc1ccccc1OCCCC(=O)NNC(=O)c1nn(C)c(=O)c2ccccc12	7.3	-4.9	-0.8	1.3	-1.5	i	-0.5	4.1	-3.9
COc1ccccc1NC(=O)c1ccc2nc(N3C(=O)CCC3=O)sc2c1	10.9	-2.2	-66.8	-4.1	1.0	i	-0.2	0.6	-2.5
CCCc1nnc(SCC(=O)N2CCCC2)n1Cc1ccco1	2.0	-4.6	6.7	2.8	0.0	i	2.1	-4.0	-4.0
Cn1c(O)c(C=NCCCCCC(=O)O)c(=O)n(C)c1=O	15.2	-6.2	4.2	-3.0	0.8	i	1.3	2.1	-4.6
Cc1cc(N=Cc2cc(Cl)ccc2O)no1	-7.2	-7.3	1.1	0.1	0.3	i	-2.4	3.1	-7.4
Cn1cc(Br)c(C(=O)NNC(=O)c2cccc(Br)c2)n1	-7.1	-1.4	-12.4	4.1	0.3	i	3.7	0.5	-0.5
CCC(C)C(CO)NCCCn1cnc2c(OCc3ccccc3)ncnc21 (centres undefined)	-1.9	-6.1	-9.4	3.2	0.3	i	8.5	-0.2	-3.1
N/C(=N\OC(=O)c1ccc(Cl)cc1Cl)c1ccncc1	-6.4	2.2	-4.7	0.7	0.8	i	1.2	-2.0	-7.0
Cc1ccnc(N/C=C(/NC(=O)c2ccccc2)C(=O)N/N=C\c2ccc(Cl)cc2)n1	-7.5	4.0	1.1	2.3	3.4	i	-0.2	-1.9	-5.0
Cc1cccc(C)c1Cn1c(C)c(C(=O)NCc2ccc([N+](=O)[O-])cc2)sc1=O	-1.8	60.9*	1.0	-2.1	-0.4	i	4.9	-2.1	0.8
O=C1C(=O)N(Cc2cccnc2)C(c2cccc([N+](=O)[O-])c2)/C1=C(/O)c1ccc2c(c1)OCO2 (centres undefined)	7.7	-6.9	5.9	-2.0	2.0	i	-2.1	1.6	-2.4
CCOC(=O)c1c(C)c(C(=O)Nc2ccccc2)c(C)n1CC	-8.9	-5.6	6.6	0.1	-0.3	i	0.0	-1.0	-2.6
C/C(=N\NC(=S)Nc1ccccc1C)c1cc2ccccc2o1	5.6	23.5	36.0	2.1	1.9	i	3.4	0.6	-4.6
CCNc1nc(Oc2ccc(Cl)cc2Cl)cc(C(F)(F)F)n1	1.4	21.7	7.0	0.4	-0.4	i	-12.8	0.3	4.0
CCOC(=O)c1nn(C)c(=S)n(C)c1=O	-9.7	-0.7	16.7	-0.4	3.0	i	1.3	2.7	-2.1
Cc1c(C)c2ccc(OC(C)C(=O)NCCN3CCOCC3)c(C)c2oc1=O (centres undefined)	5.2	-3.3	-4.8	-3.8	0.6	i	2.3	-4.3	-3.2
NC(=O)c1ccc(Oc2ncc(C(F)(F)F)cc2Cl)cc1	5.3	-6.4	11.4	-6.3	0.6	i	3.5	-1.4	-1.7
COc1cccc(-c2nc3ccccc3c(=O)n2NC(=O)c2cccnc2Cl)c1	2.4	-8.6	7.4	-7.7	-0.1	i	4.1	1.1	-3.5
COc1ccc(N(CC(=O)Nc2ccc3c(c2)OCCO3)S(=O)(=O)c2c(C)nn(C)c2C)cc1	4.0	-4.3	17.6	-1.5	0.4	i	-2.9	-1.7	-3.8
Cc1cc(C(=O)OC(C)C(=O)Nc2cccc(Cl)c2)on1 (centres undefined)	1.4	-5.5	12.2	-2.7	0.9	i	-0.1	-0.7	-0.4

Additional compounds:
SMILES	E coli Lon inh	FAS-TE inh	PABP1 MLLE inh	CSN inh	MsrA inhibitor	Rpn11 inh	MT1-MMP act inh	Rin1-Abl PPI inh	MsrA act
CCCC(C(=O)NC1CCCC1)N(Cc1ccc(F)cc1)C(=O)c1snc(C(N)=O)c1N (centres undefined)	9.5	6.0	-15.7	-6.5	-0.2	i	-0.5	1.6	0.5
O=C(CSc1nc(C(F)(F)F)cc(=O)[nH]1)Nc1ccc2c(c1)OCCO2	7.2	-7.2	-12.1	2.8	1.2	i	-1.0	0.2	-0.5
COc1ccc(N(C)S(=O)(=O)c2c(C)[nH]c(=O)[nH]c2=O)cc1	0.3	-10.0	-3.7	-0.8	0.5	i	-0.4	3.2	-3.4
CC1=N/C(=C\c2ccccc2Cl)C(=O)O1	-0.6	-5.6	-7.3	-3.8	-1.3	i	1.5	0.8	-2.2
CCOCCn1c(CN2CCN(CC)CC2)nc2c1c(=O)n(C)c(=O)n2C	10.1	-6.6	-1.1	-2.8	1.2	i	-4.9	0.7	-0.7
N#CCCN(C(=O)COC(=O)CNS(=O)(=O)c1ccc2ccccc2c1)c1ccccc1	2.6	-4.0	-54.6	-1.1	1.2	i	-2.5	0.8	-1.5
COc1cc(O)c(C(CC(=O)N2CCOCC2)c2cc(OC)c(OC)c(OC)c2)c(OC)c1 (centres undefined)	-6.2	-12.3	-11.2	0.9	1.7	i	8.0	0.7	0.7
O=C(/C=C/c1ccccc1)Nc1cccc(C(=O)NCCCCc2ccccc2)c1	-1.2	11.9	5.0	-0.8	2.1	i	-2.6	-2.1	-1.3
CC1=NN(C(=O)c2cccc(Cn3nc(C)c([N+](=O)[O-])c3C)c2)C(O)(C(F)(F)F)C1 (centres undefined)	-7.3	-0.8	-11.0	-7.8	.	i	7.3	-1.7	-3.7
COc1ccc2cc(/C(C)=N/NC(=O)C3CC3)ccc2c1	0.8	-3.4	7.9	-3.1	0.5	i	4.6	-2.2	-3.1
O=C(COc1ccc(-n2ccnc2)cc1)Nc1cccc(F)c1	-12.6	-8.2	0.7	-3.5	0.1	i	-4.3	-5.8	-14.5

Compound activity from PubChem BioAssay.

Rows were taken by chance; any-hit rate near 3.7%.
